Compound activity as filed in PubChem.
PGC1a acetyl inh – lowers PGC1a acetylation signal in U2OS cells; inhibition, % at 15.6 µM; AlphaScreen anti-acetyl-lysine; with virally co-expressed GCN5 acetyltransferase; hit rate 0.17% among 350,000;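 active = every replicate shows inhibition of at least 40%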;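 note: 0% = neutral control wells and 100% = positive control wells; some results beyond the cut were filed as inactive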
FN deposition inh – fibronectin deposition inhibition; inhibition, % at 12.6 µM; AID 743247; hit rate 0.086% among 350,000; AH1F fibroblasts, Alexa488-fibronectin deposition fluorescence, overnight;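 active = mean inhibition across replicates of 30% or more, regardless of how many single replicates reach that level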;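 note: positive control wells lacked labelled fibronectin entirely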
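Material: AH1F fibroblast monolayer depositing Alexa488-labelled fibronectin into matrix | Input: 10000 AH1F cells/well | Medium: DMEM plus 2% serum, read in PBS | Reagent: Alexa488-fibronectin, 24 nM final in well | Compound dosing: One dose per compound, pinned | Schedule: 1 h adhesion, overnight exposure | Measured by: Fluorescence at 485 nm excitation, 525 nm emission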
LGR2 antag – inhibitors of bursicon-induced Drosophila LGR2 receptor cAMP signaling; hit rate 0.35% among 380,000; HEK293 LGR2, CRE-luciferase, bursicon-stimulated, 4 h; inhibition, % at 9.99 µM;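 active = drop in luminescence signal, shown as inhibition above about 50% in the replicate tests, limit read from the data, passing the limit was not always enough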;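 note: agonist challenge used bursicon conditioned medium at about half maximal strength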
miR122 inh – miR-122 inhibition in Huh7 cells | activation (reporter increase), % at 12.5 µM | hit rate 0.3% among 340,000 | AID 602342 | Huh7 miR-122 Renilla luciferase sensor, 48 h; neutral wells = 0, positive control = 100;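 active = mean replicate activation score at least 90 and every replicate individually at or above 90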;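 note: higher luciferase means less miR-122 activity so hits act as miR-122 inhibitors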
EWS-Fli inh – inhibitors of EWS/Fli oncoprotein transcriptional activity | A673 NR0B1-luciferase reporter, viability-normalised | inhibition, % at 12.6 µM | hit rate 0.67% among 350,000;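 active = mean inhibition of at least 50% after viability correction, with every replicate also passing that limit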;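 note: firefly luciferase signal divided by Alamar Blue viability fluorescence both relative to DMSO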
CASP6 VEID inh – inhibitors of human caspase-6. P55212. purified caspase-6, Z-VEID-R110 cleavage fluorescence. inhibition, % at 12.5 µM. hit rate 0.53% among 350,000;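 active = mean inhibition across replicates at least about 35%, with every replicate also reaching that limit, limit read from the data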;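 note: 0% = median of neutral control wells and 100% = no fluorescence left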
Target sequence (P55212 24-179 limits assumed): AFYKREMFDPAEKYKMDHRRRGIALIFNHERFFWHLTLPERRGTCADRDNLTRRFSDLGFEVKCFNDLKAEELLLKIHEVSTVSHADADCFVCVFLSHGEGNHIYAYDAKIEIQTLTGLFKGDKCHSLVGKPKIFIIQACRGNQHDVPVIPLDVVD
Target sequence (P55212 194-293 limits assumed): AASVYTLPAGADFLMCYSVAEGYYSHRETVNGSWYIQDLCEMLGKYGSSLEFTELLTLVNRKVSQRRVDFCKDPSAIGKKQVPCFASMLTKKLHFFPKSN
Cneo AK release – Cryptococcus neoformans lysis via adenylate kinase release; C. neoformans lysis, adenylate kinase release luminescence, 4 h; normalised: neutral wells 0, clomiphene wells 100; lysis activity, % at 15 µM; hit rate 0.2% among 360,000; AID 651654;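 active = mean lysis activity across replicates of at least 80%, whatever share of replicates individually reach that level; inactive = mean lysis activity below 80%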
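Test system: log-phase Cryptococcus neoformans yeast cells. Input: 5 × 10^6 yeast cells/mL. Medium: fresh YPD growth medium. Doses: single dose. Incubation: static 4 h at 37 °C with compound, 1 h detection. Measured by: luminescent adenylate kinase detection reagent. Read-out: signal increase indicating cell lysis. Benchmarks: Clomiphene.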
PAX8 inh HTS – inhibitors of PAX8 transcriptional activity in RMG-I cells | RMG-I TPO-luciferase reporter, SteadyGlo, 24 h | inhibition, % at 12.6 µM | hit rate 1.2% among 360,000 | AID 652154;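 active = mean replicate inhibition at least 60% with every replicate also reaching 60%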;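 note: luciferase light reporting Pax8 driven TPO promoter activity; plate controls were median of neutral control wells for no effect and mitoxantrone controls for full effect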
An asterisk follows results filed as active; / = no result given; [ ] = dose if it differs, or a comment.

SMILES,PGC1a acetyl inh,FN deposition inh,LGR2 antag,miR122 inh,EWS-Fli inh,CASP6 VEID inh,Cneo AK release,PAX8 inh HTS
CN(CC(=O)NCc1ccc(Cl)cc1)S(=O)(=O)c1cccc2nsnc12,-4,-10,/,4,/,/,0,13
COc1ccc(S(=O)(=O)NCCc2cn3cccc(C)c3n2)cc1OC,/,-2,3,/,14,1,2,-16
C[C@H](CO)N1C[C@H](C)[C@H](CN(C)C(=O)c2ccncc2)Oc2ncc(C#CC3CC3)cc2C1=O,4,/,18,-3[16.7 µM],-5,/,/,/
Cc1ccc(C)c(NC(=O)COC(=O)CNC(=O)c2ccccc2Cl)c1,-10,1,-6,-13,-3,/,-1,13
COCCOC(=O)C1=C(N)Oc2c(oc(CO)cc2=O)C1c1c(F)cccc1Cl (configuration not stated),/,6,-1,/,3,-2,-2,3
COc1cccc(N(C(=O)CNC(=O)c2ccco2)C(C(=O)NC2CCCC2)c2ccco2)c1 (configuration not stated),/,-4,-6,/,0,10,5,7
Cc1cc(C(=O)Nc2cccc3c2O[C@H](CN(C)S(C)(=O)=O)[C@H](C)CN([C@@H](C)CO)C3=O)n(C)n1,/,/,-10,-5[16.7 µM],6,2,60,/
CCCCCCN(C(=O)CCCCCN1C(=O)NC(c2ccc(-c3ccccc3)cc2)C(C(=O)OCc2ccccc2)=C1C)C(C)C(=O)NCCCC (configuration not stated),/,-12,11,/,23,-3,/,75*
COc1ccc(S(=O)(=O)Nc2ccc3c(c2)C(=O)N([C@H](C)CO)C[C@H](C)[C@H](CN(C)C(=O)Nc2c(C)noc2C)OCCCC[C@H](C)O3)cc1,-2,0,18,0[16.7 µM],-4,1,-1,1
C[C@H]1CN([C@@H](C)CO)C(=O)c2cc(NC(=O)Cn3cnnn3)ccc2O[C@@H]1CN(C)Cc1ccc(C(=O)O)cc1,1,/,-34,1[16.7 µM],6,4,0,/
CC(C)N(C)CCOC(=O)c1ccccc1Cl,/,1,-8,/,7,6,/,31
CC(C)Cc1ccc(-c2cc3nc(NCCCn4ccnc4)ccn3n2)cc1,4,7,-93,2,-59,-22,-4,-101
Cc1cc(/C=N\NC(=O)CC(=O)NC2CCCCC2)c(C)n1-c1ccc(Cl)c(Cl)c1,8,-1,/,0,/,/,0,/
NC(N)=NC1=NC(=O)/C(=C/c2ccccc2-n2cccn2)S1,/,/,7,-2,8,0,-1,-9
CC1(c2ccccc2)CC(C)(C)N(C(N)=O)c2ccccc21 (configuration not stated),/,-1,10,/,7,1,-2,11
Cc1ccc(-n2ncc3c(=O)n(CC(=O)N4CCN(C(=O)c5ccco5)CC4)cnc32)cc1,4,-2,12,-8,1,-3,0,73*

For reference, some entries already given.
SMILES,PGC1a acetyl inh,FN deposition inh,LGR2 antag,miR122 inh,EWS-Fli inh,CASP6 VEID inh,Cneo AK release,PAX8 inh HTS
CC1(c2ccccc2)CC(C)(C)N(C(N)=O)c2ccccc21 (configuration not stated),/,-1,10,/,7,1,-2,11
Cc1ccc(-n2ncc3c(=O)n(CC(=O)N4CCN(C(=O)c5ccco5)CC4)cnc32)cc1,4,-2,12,-8,1,-3,0,73*

Next section.
SMILES,PGC1a acetyl inh,FN deposition inh,LGR2 antag,miR122 inh,EWS-Fli inh,CASP6 VEID inh,Cneo AK release,PAX8 inh HTS
CC(C)C#Cc1ccc2c(c1)O[C@@H](CN(C)Cc1cncnc1)[C@H](C)CN([C@@H](C)CO)S2(=O)=O,-20,14,10,10[16.7 µM],5,-2,0,/
O=C(O)CCCNC(=O)/C(=C\c1ccc(Cl)cc1)NC(=O)c1ccc(Br)cc1,5,1,-23,-8,4,5,/,0
Cc1ccc(N2CCN(C(=O)CCc3nc4ccccc4[nH]3)CC2)c(C)c1,5,-7,12,-11,7,1,2,1
CC1Cc2cc(-c3csc(NC(=O)CCl)n3)ccc2N1C(=O)C1CC1 (configuration not stated),22,-2,-30,3,-64,0,-5,-80
COc1ccccc1CNC(=O)C[C@@H]1CC[C@@H]2[C@H](COC[C@@H](O)CN2Cc2ccc3c(c2)OCO3)O1,1,-4,-6,-6[16.7 µM],3,5,3,1
COCCN(CCOC)C(=O)C12CCC(C)(C(=O)C1)C2(C)C (configuration not stated),-10,7,/,-3,/,/,1,/
CCCNC(=O)N1[C@H](CNC(C)=O)[C@H](c2ccccc2)[C@@H]1CO,-1,/,-16,7[16.7 µM],-8,/,0,-3
CCN(C[C@H]1N[C@@](Cc2ccccc2)(C(=O)OC)[C@H]2C(=O)N(C)C(=O)[C@@H]12)C(=O)Nc1ccc(C(F)(F)F)cc1,4,0,-7,-2,10,0,2,-8
C[C@H](CO)N1C[C@H](C)[C@@H](CN(C)C(=O)c2ccccn2)Oc2ncc(-c3ccccc3)cc2C1=O,3,/,-1,-2[16.7 µM],1,-3,-1,/
COc1ccccc1N1CCN(S(=O)(=O)CCNC(=O)/C=C/c2ccc3c(c2)OCO3)CC1,9,-4,-9,0,5,-2,-2,4
CC1(C)CC(=O)C2=C(C1)N1C(=C(C#N)C2c2ccc(Cl)cc2)N=C(N)c2ccccc21 (configuration not stated),4,-19,17,0,16,0,0,67*
O=C(COc1ccccc1)NS(=O)(=O)c1ccc(Cl)cc1,/,3,1,/,/,-1,0,10
CCC(=O)N1CCc2cc(Br)cc(S(=O)(=O)CCC(=O)NCC3CCCO3)c21 (configuration not stated),0,8,/,4,/,/,-1,/
CNC[C@@H]1Oc2ccc(NC(=O)Cn3cnnn3)cc2C(=O)N([C@@H](C)CO)C[C@@H]1C,-2,3,-2,0[16.7 µM],-10,-11,-3,/
CCOC(=O)C1CCCN(S(=O)(=O)c2ccc(Cl)nc2)C1 (configuration not stated),/,5,13,/,3,-3,0,-8
COC(=O)c1ccccc1NC(=O)c1cc[n+](C)cc1,2,-1,-3,2,6,2,3,-16
Cc1cccc(C(=O)Nc2nnc(COc3ccccc3)s2)c1,/,2,-10,/,-3,-2,/,9
COc1ccccc1-c1cncc(NC(C)=O)n1,7,0,-12,-3,-4,-3,2,18
O=C(O)CN1C(=O)N/C(=C\c2cccn2-c2ccc(P(=O)(O)O)cc2)C1=O,-18,26,0,-1,-4,/,-1,-4
COc1ccc(CN2C(=O)C(Cc3ccccc3)Nc3ncnc(N4CCN(c5ccccc5)CC4)c32)cc1 (configuration not stated),8,6,11,5,-3,2,2,27
C[C@@H]1CCCCO[C@H](CN(C)C(=O)C2CCCCC2)[C@H](C)CN([C@@H](C)CO)C(=O)c2cc(NC(=O)c3ccccc3)ccc2O1,-3,/,2,-7[16.7 µM],4,1,0,/
COc1ccccc1C#Cc1ccc([C@H]2[C@@H](CO)N(C(=O)C3CC3)[C@H]2C#N)cc1,-7,9,/,/,-13,0,-6,48
Cc1noc(C)c1S(=O)(=O)Nc1ccc2c(c1)CC(=O)N([C@@H](C)CO)C[C@H](C)[C@H](CN(C)CC1CCCCC1)O2,3,-7,-3,-2[16.7 µM],-2,-4,-2,5
CO[C@@H]1CN(C)C(=O)c2ccc(NC(=O)c3ccccc3F)cc2OC[C@H](C)N(C(=O)c2ccccc2F)C[C@@H]1C,2,-2,-7,37[16.7 µM],2,/,-1,/
COCCN1Cc2cccc(C(=O)Nc3ccc(S(=O)(=O)N4CCCCCC4)cc3)c2C1=O,6,-1,-12,/,-2,-1,/,-18
Cc1ccc(NC(=O)CSc2nc3[nH]ncc3c(=O)[nH]2)c(C)c1,/,3,9,/,5,0,/,6
Cc1noc(C)c1NC(=O)Nc1ccc2c(c1)C(=O)N([C@@H](C)CO)C[C@H](C)[C@@H](CN(C)Cc1ccc(Cl)c(Cl)c1)O2,-4,/,2,-1[16.7 µM],3,/,/,-41
COC(=O)C(CC(=O)c1ccc(Br)cc1)n1cccn1 (configuration not stated),-6,-7,-7,-8,8,1,-1,50
COCCNC(=S)N1CCN(Cc2ccc3c(c2)OCO3)CC1,-1,-10,6,-6,8,9,0,4
CN(C)C(=O)C[C@H]1CC[C@H]2[C@H](COc3ccc(NC(=O)C4CCOCC4)cc3C(=O)N2C)O1,4,-14,-2,0[16.7 µM],-7,1,-2,-2
CC(C)NC(=O)CN(Cc1ccc2c(c1)OCO2)C(=O)CCC(=O)Nc1ccccn1,-13,4,4,-5,-12,2,3,-5
N#CC(c1ccccc1)N(CCCCl)C(=O)c1ccccc1 (configuration not stated),/,0,-7,-2,2,-4,0,5
Cc1noc(C)c1CSCC(=O)Nc1cc(S(=O)(=O)N2CCCCC2)ccc1OC(C)C,/,-4,1,/,8,-3,/,16
CCN(Cc1ccccc1)C(=O)CCS(=O)(=O)c1cc2c(cc1Cl)NC(=O)CO2,-20,4,7,2,-4,-2,0,15
C/C=C/c1ccccc1[C@@H]1[C@H](C#N)N(C(C)=O)[C@H]1CO,5,1,0,/,0,-3,/,/
CCCCCCN(C(=O)CCCCCN1C(=O)NC(c2ccc(-c3ccccc3)cc2)C(C(=O)OCc2ccccc2)=C1C)C(C(=O)NCCCC)c1ccccn1 (configuration not stated),/,8,11,/,7,-2,/,80*
COc1ccc(CCNC(=O)C2CC(c3c(Cl)cccc3Cl)=NO2)cc1 (configuration not stated),4,9,-14,7,-16,-1,-1,2
CC(=O)c1cccc(N2Cc3ccccc3C2=NC(=O)CCl)c1,/,4,-33,/,20,5,/,20
CN(C(=O)COC(=O)c1ccc[nH]c1=O)C1CCCCC1,/,/,0,/,-6,1,/,3
COc1ccc(-c2oc3c(c2C(=O)OCCCO)C(OCCO)CCC3)cc1 (configuration not stated),/,/,21,/,-5,1,/,-12

Some of the entries above, set out differently:
Every second line gives: PGC1a acetyl inh	FN deposition inh	LGR2 antag	miR122 inh	EWS-Fli inh	CASP6 VEID inh	Cneo AK release	PAX8 inh HTS
C/C=C/c1ccccc1[C@@H]1[C@H](C#N)N(C(C)=O)[C@H]1CO
  5	1	0	/	0	-3	/	/
COc1ccc(CCNC(=O)C2CC(c3c(Cl)cccc3Cl)=NO2)cc1 (configuration not stated)
  4	9	-14	7	-16	-1	-1	2

The list continues:
SMILES,PGC1a acetyl inh,FN deposition inh,LGR2 antag,miR122 inh,EWS-Fli inh,CASP6 VEID inh,Cneo AK release,PAX8 inh HTS
COc1cccc(-c2cnc3c(c2)C(=O)N([C@@H](C)CO)C[C@@H](C)[C@@H](CN(C)CC2CC2)O3)c1,-7,/,-2,6[16.7 µM],-2,/,/,/
CCOC(=O)C1=C(C)N(C)C(=S)NC1c1ccc(Cl)cc1Cl (configuration not stated),/,2,1,2,-1,1,/,-9
CCNc1nc(NC(C)CC)nc(ON=C(C)C)n1 (configuration not stated),2,13,-5,1,2,-4,-1,-11
Cc1ccc2c(c1)c1c(n2CC(O)CN2CCC(C)CC2)CCCC1 (configuration not stated),-1,2,13,-7,-1,46*,-1,11
CCOc1ccc2ccccc2c1C(=O)N1CCN(c2ccccc2)CC1,-17,/,9,72,49,3,-4,/
N#CCCN(C(=O)Nc1ccc(Cl)c(Cl)c1)C1CCCCC1,/,12,-2,-4,2,0,0,3
O=C(O)C1CCC(CNCc2ccncc2)CC1 (configuration not stated),/,-1,4,16,-2,5,-4,6
CCCNC(=O)[C@@H]1[C@@H](CO)[C@@H]2Cn3c(cccc3=O)[C@H]1N2C(=O)C1CCC1,3,/,-2,-5[16.7 µM],8,0,1,-2
COc1cccc(NC(=O)CN(C)CC(=O)NCc2ccco2)c1,/,6,8,/,-2,3,-1,0
